CHRM5 PAM: human M5 muscarinic receptor positive allosteric modulators, primary screen, CHO-K1 cells, Fluo-8 calcium fluorescence | Muscarinic acetylcholine receptor M5 (Homo sapiens), P08912 | CHO-K1 hM5, ACh EC20 PAM; 0% = ACh EC20, 100% = ACh EC100 | activation, % at 3 µM | 0.3% of 360,000 active | AID 624038, 2012;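 active = activation above the run cutoff, the mean activation of all test compounds plus 3 SD, cut at about 18% in these data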
Target sequence (P08912 whole entry, looked up): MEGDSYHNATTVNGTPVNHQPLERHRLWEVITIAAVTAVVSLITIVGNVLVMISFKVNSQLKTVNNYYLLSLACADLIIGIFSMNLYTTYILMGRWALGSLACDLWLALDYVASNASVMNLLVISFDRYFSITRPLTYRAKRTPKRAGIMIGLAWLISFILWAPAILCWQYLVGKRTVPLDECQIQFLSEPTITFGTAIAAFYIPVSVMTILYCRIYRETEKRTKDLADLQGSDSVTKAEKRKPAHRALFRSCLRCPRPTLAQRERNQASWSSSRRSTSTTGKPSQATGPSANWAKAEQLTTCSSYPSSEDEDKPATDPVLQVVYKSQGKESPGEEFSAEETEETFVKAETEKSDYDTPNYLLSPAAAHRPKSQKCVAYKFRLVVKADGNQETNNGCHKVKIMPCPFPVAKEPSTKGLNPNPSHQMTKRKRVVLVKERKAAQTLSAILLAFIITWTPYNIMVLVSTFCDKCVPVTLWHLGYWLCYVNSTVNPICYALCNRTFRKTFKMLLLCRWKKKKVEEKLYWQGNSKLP
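System: CHO-K1 cell line with stable human muscarinic M5 receptor expression | Also added: EC20 acetylcholine as agonist stimulus | Compound: One concentration, 3 µM final (nominal) | Timing: Fluo-8 loading 80 min at 37 °C plus 30 min room temperature | Measured by: Fluo-8 calcium dye fluorescence, kinetic read | Read-out basis: % activation, ACh-normalized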
CHRM5 antagonist: human M5 muscarinic receptor antagonists, primary screen, CHO cells, Fluo-8 calcium fluorescence; AID 624040, 2012; inhibition, % at 3 µM; CHO-hM5 cells, ACh EC80; Muscarinic acetylcholine receptor M5 (Homo sapiens), P08912; 0.59% of 360,000 active;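 active = inhibition above a per-plate cutoff, the mean of that plate's test compounds plus 3 SD, cut at about 27% in these data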;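 note: 0% = acetylcholine EC80 with DMSO and 100% = DMSO without agonist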
CHO-K1 Ca ag: counter-screen for M1 agonists: effect in parental CHO-K1 cells; Fluo-8 calcium fluorescence; scaled to maximal ATP response, vehicle zero; activation, % at 3 µM; 0.48% of 360,000 active; in the data active = activation above about 15%;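 note: untransfected CHO-K1 host cells lacking M1 receptor as counterscreen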
M1 PAM parental: nonselective calcium activators in parental CHO-K1 cells, primary screen, counter-screen for M1 PAM project, cell-based, Fluo-8 calcium fluorescence, full deck, 1536-well; ATP EC20; 0% at ATP EC20, 100% at ATP max; activation, % at 3 µM; 0.02% of 360,000 active; AID 602247, 2012;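 active = activation above the run cutoff, the mean activation of all test compounds plus 3 SD, cut at about 40% in these data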;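 note: peak over basal fluorescence ratio in a 140 s read after ATP addition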
M5 ag: human M5 muscarinic receptor agonists, primary screen, CHO-K1 cells, Fluo-8 calcium fluorescence; activation, % at 3 µM; CHO-K1 hM5 cells; 0% DMSO wells, 100% maximal acetylcholine response; 0.19% of 360,000 active;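 active = activation above the run's mean over test compounds plus 3 SD, cut at about 23% in these data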;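 note: signal is peak over basal fluorescence ratio across the kinetic read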
CHO-K1 Ca antag: counter-screen for M1 antagonists: effect in parental CHO-K1 cells; ATP-induced calcium, Fluo-8 fluorescence; inhibition, % at 3 µM; 0.6% of 360,000 active; AID 602250;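 active = inhibition above a per-plate cutoff, the plate's mean sample inhibition plus 3 SD, cut at about 24% in these data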;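 note: 0% = DMSO plus EC80 ATP and 100% = DMSO alone without ATP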
CHRM4 PAM: human M4 muscarinic receptor positive allosteric modulators, primary screen, CHO-K1 cells, Fluo-8 calcium fluorescence; 0.4% of 360,000 active; Muscarinic acetylcholine receptor M4 (Homo sapiens), P08173; AID 624126, 2012; CHO-K1 hM4/Gqi5, ACh EC20; 0% = ACh EC20, 100% = maximal ACh; activation, % at 3 µM;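 active = activation above its plate's cutoff, the mean activation of sample wells plus 3 SD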; note: some results filed as inactive read as strong as hits
Target sequence (P08173 whole entry, looked up): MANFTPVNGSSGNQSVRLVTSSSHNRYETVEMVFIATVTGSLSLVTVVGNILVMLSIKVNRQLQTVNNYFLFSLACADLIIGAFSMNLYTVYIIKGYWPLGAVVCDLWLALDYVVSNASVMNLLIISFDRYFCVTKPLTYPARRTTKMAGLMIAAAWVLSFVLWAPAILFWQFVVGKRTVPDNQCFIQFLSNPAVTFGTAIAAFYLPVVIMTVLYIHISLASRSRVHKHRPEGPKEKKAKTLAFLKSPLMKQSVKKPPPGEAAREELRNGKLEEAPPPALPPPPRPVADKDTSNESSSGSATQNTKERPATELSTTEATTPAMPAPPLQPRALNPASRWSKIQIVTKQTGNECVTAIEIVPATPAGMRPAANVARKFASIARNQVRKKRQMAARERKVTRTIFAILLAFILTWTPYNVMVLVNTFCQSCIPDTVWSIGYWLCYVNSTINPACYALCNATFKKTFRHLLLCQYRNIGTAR
M4 antag: human M4 muscarinic receptor antagonists, primary screen, CHO cells, Fluo-8 calcium fluorescence. inhibition, % at 3 µM. 0.73% of 360,000 active. CHO-hM4 cells, ACh EC80. Muscarinic acetylcholine receptor M4 (Homo sapiens), P08173. AID 624125, 2012;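 active = inhibition above its plate's cutoff, the mean inhibition of sample wells plus 3 SD, cut at about 27% in these data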;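 note: 0% = acetylcholine EC80 with DMSO and 100% = DMSO without agonist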
M4 ag: human M4 muscarinic receptor agonists, primary screen, CHO-K1 cells, Fluo-8 calcium fluorescence | Muscarinic acetylcholine receptor M4 (Homo sapiens), P08173 | CHO-K1 hM4/Gqi5; vehicle 0%, full acetylcholine response 100% | activation, % at 3 µM | 0.14% of 360,000 active | AID 624127, 2012;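 active = activation above the run mean over all test wells plus 3 SD, cut at about 32% in these data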;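 note: peak over basal fluorescence ratio per well then scaled between controls; 0% = DMSO wells and 100% = acetylcholine at EC100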
Numbers without * were called inactive. Compounds were not picked by outcome. About 2.7% of those tested had a hit in this group.

Under each structure – M1 PAM parental	CHO-K1 Ca antag	M4 ag	M4 antag	CHRM5 PAM	CHRM4 PAM	M5 ag	CHO-K1 Ca ag	CHRM5 antagonist
CC(=O)Nc1ccccc1C(=O)C(=O)Nc1cccc(F)c1
  14	-13	1	-11	-3	6	-5	-0.3	-5
O=C(CC1C(=O)NCCN1Cc1ccc(F)cc1)NCCN1CCCc2ccccc21 (stereo unspecified)
  -11	10	2	6	3	-5	-3	-0.1	-5
Cc1ccc(OCc2ccc(C(=O)Nc3nccs3)o2)cc1C
  7	-1	4	-11	-1	5	-1	1.8	4
Cc1nn(-c2ccc(N3CCOCC3)nn2)c(C)c1CCC(=O)NCc1ccc(F)cc1
  19	-19	0	4	-5	-1	-4	1.0	18
Cc1cc(NCCN2CCOCC2)n2c(nc3ccccc32)c1C#N
  -8	23	0	3	-7	-4	-4	-0.3	-1
O=C(COc1coc(CN2CCN(c3ccccc3)CC2)cc1=O)N1CCc2ccccc21
  9	-3	-1	1	2	12	-4	0.1	-1
Cc1cc([N+](=O)[O-])nn1Cc1ccc(C(=O)N/N=C/c2ccc(O)cc2O)cc1
  22	-8	0	6	-2	-3	-1	0.7	3
COc1ccc(C(=O)C2CCN(S(=O)(=O)c3ccc4c(c3)OCCO4)CC2)cc1
  17	-14	5	1	-12	-12	4	6.5	-2
Cc1nn(-c2ccccc2)c(N2CCCC2)c1C=O
  1	5	0	-2	4	-1	-5	-0.5	1
COC(=O)c1cccc(C(=O)N2CCCC(CNC(=O)c3ccccc3Cl)C2)c1 (stereo unspecified)
  -11	8	0	15	3	-8	5	0.3	-11
CCN(CC(=O)Nc1ccccc1C(F)(F)F)C(=O)c1ccccc1SCC(=O)N1CCCC1
  8	-16	4	4	-4	-3	1	0.6	6
Cc1ccc(NS(=O)(=O)c2ccc(-n3cccn3)cc2)c(C)c1
  12	-12	12	7	-8	-12	6	8.6	12
O=C(NCc1ccc2[nH]c3c(c2c1)CCCC3)c1ccc(S(=O)(=O)N2CCOCC2)cc1
  4	-4	5	-14	-1	-1	2	0.0	-2
O=S(=O)(NCc1ccccc1)c1ccc(S(=O)(=O)N(Cc2ccccn2)Cc2ccco2)cc1
  9	3	3	-2	-6	9	1	0.0	-6
O=C(C1CCN(S(=O)(=O)c2ccccc2)CC1)N1CCc2ccccc21
  1	-1	2	-1	5	4	1	4.5	-8
CCOc1ccc(C(=O)C(CN2CCOCC2)c2ccccc2)cc1 (stereo unspecified)
  4	6	0	0	-5	-2	-6	0.6	10
C[C@H](CO)N1C[C@H](C)[C@@H](CN(C)Cc2ccc(-c3ccccc3)cc2)Oc2c(NS(=O)(=O)c3cn(C)cn3)cccc2C1=O
  9	-15	2	9	-1	7	4	0.3	2
O=C(CSCc1ccccc1)N1CCN(C(=O)c2ccco2)CC1
  -6	-13	1	9	-2	-4	3	0.5	-1
CCOC(=O)c1ccc(NC(=O)C(C)N2C(=O)c3ccccc3C2=O)cc1 (stereo unspecified)
  9	-16	1	-4	0	7	-2	2.5	-5
Cc1occc1-c1nnc(SCC(=O)NCc2ccc3c(c2)OCO3)n1CC(C)C
  19	-8	0	-6	-6	9	-9	0.5	-6
CC(C)c1ccc(NC(=O)Nc2nc(C(C)N)cs2)cc1 (stereo unspecified)
  16	-5	0	-4	0	14	1	0.3	0
COc1ccc(CCCC(=O)NC(C)c2ccccc2)cc1 (stereo unspecified)
  21	-9	0	8	3	7	-1	2.3	0
CC1(C)CC(NC(=S)NC2CC2)CC(C)(C)N1
  -2	-3	1	-5	-5	3	-2	0.6	3
CC(C)n1cc(/C=C/c2cc[n+](C)cc2)c2ccccc21
  4	-7	7	4	-5	4	4	5.2	13
CC(C)CC(=O)n1sc(NC(=O)c2ccccc2)nc1=O
  -10	-2	3	-11	-9	11	-1	3.3	13
CCc1c(C)nc(SCC(=O)Nc2nc(-c3ccc(OC)cc3)cs2)[nH]c1=O
  -1	-16	5	2	0	3	0	1.5	6
COc1ccc(-c2cccc(-c3cc(=O)oc4ccc(C(C)(C)C)cc34)c2)cc1
  6	-18	-1	-17	-2	4	1	-0.1	-7
CC(=O)C1=C(O)C(=O)N(c2nccs2)C1c1ccccc1 (stereo unspecified)
  17	-9	0	-9	3	10	-2	2.0	-4
CC(=O)OC1C=CN(C(C)=O)C(SC(C)(C)C)C1(C)O (stereo unspecified)
  11	-5	1	-4	0	5	0	-0.3	0
O=C(NC1CCCCC1)c1ccccc1NC(=S)NC(=O)C1CCC1
  25	-11	0	-1	4	3	-2	-0.1	-2

3 entries from above, sorted by length of the SMILES, lowest first.
Under each structure – M1 PAM parental	CHO-K1 Ca antag	M4 ag	M4 antag	CHRM5 PAM	CHRM4 PAM	M5 ag	CHO-K1 Ca ag	CHRM5 antagonist
COc1ccc(CCCC(=O)NC(C)c2ccccc2)cc1 (stereo unspecified)
  21	-9	0	8	3	7	-1	2.3	0
O=C(COc1coc(CN2CCN(c3ccccc3)CC2)cc1=O)N1CCc2ccccc21
  9	-3	-1	1	2	12	-4	0.1	-1
O=S(=O)(NCc1ccccc1)c1ccc(S(=O)(=O)N(Cc2ccccn2)Cc2ccco2)cc1
  9	3	3	-2	-6	9	1	0.0	-6

Entries above that have a halogen:
Under each structure – M1 PAM parental	CHO-K1 Ca antag	M4 ag	M4 antag	CHRM5 PAM	CHRM4 PAM	M5 ag	CHO-K1 Ca ag	CHRM5 antagonist
CC(=O)Nc1ccccc1C(=O)C(=O)Nc1cccc(F)c1
  14	-13	1	-11	-3	6	-5	-0.3	-5
O=C(CC1C(=O)NCCN1Cc1ccc(F)cc1)NCCN1CCCc2ccccc21 (stereo unspecified)
  -11	10	2	6	3	-5	-3	-0.1	-5
Cc1nn(-c2ccc(N3CCOCC3)nn2)c(C)c1CCC(=O)NCc1ccc(F)cc1
  19	-19	0	4	-5	-1	-4	1.0	18
COC(=O)c1cccc(C(=O)N2CCCC(CNC(=O)c3ccccc3Cl)C2)c1 (stereo unspecified)
  -11	8	0	15	3	-8	5	0.3	-11
CCN(CC(=O)Nc1ccccc1C(F)(F)F)C(=O)c1ccccc1SCC(=O)N1CCCC1
  8	-16	4	4	-4	-3	1	0.6	6

Next part:
Under each structure – M1 PAM parental	CHO-K1 Ca antag	M4 ag	M4 antag	CHRM5 PAM	CHRM4 PAM	M5 ag	CHO-K1 Ca ag	CHRM5 antagonist
O=C(CSCc1ccccc1)Nc1cccc(C(=O)Nc2ccccc2C(=O)O)c1
  -1	-9	-2	10	0	5	0	-0.5	4
CO/N=C(\C(=O)O)c1csc(NN=C(C)C)n1
  12	-3	0	0	-7	-3	-3	0.3	2
Cc1ccccc1N1CCN(C2=NC(=O)/C(=C\c3cccs3)S2)CC1
  39	-18	1	0	-5	-3	-6	2.1	-1
O=C(NCCN1CCCCC1)c1cc2ccccc2[nH]1
  -7	15	1	8	0	0	-1	0.3	0
COc1ccc(S(=O)(=O)Nc2ccccc2)cc1
  17	-13	0	-11	-10	-3	-7	2.1	19
O=C(OCc1ccc([N+](=O)[O-])cc1)C1CC(=O)N(Cc2ccccc2Cl)C1 (stereo unspecified)
  8	-2	4	5	-2	-5	-2	2.7	1
CCN(CC)S(=O)(=O)c1ccc(NC(=O)c2cnc(C)cn2)cc1
  19	-4	0	5	-3	1	-2	1.0	7
COC(=O)COC(=O)c1ccccc1NC(=O)c1ccccc1
  10	-9	2	0	-1	-6	5	0.7	4
Cc1ccc(CSc2nnc(-c3ccc(NS(=O)(=O)c4ccccc4)cc3)o2)cc1
  -13	17	0	16	2	-4	-3	0.0	3
COCCNC(=O)C1(C)CCN(C(=O)c2ccc(C(F)(F)F)nc2C)C1 (stereo unspecified)
  20	-16	1	-10	2	12	1	0.3	0
CC1(C(=O)Nc2cnc3ccccc3c2)CCN1C(=O)c1ccccc1CCc1ccccc1 (stereo unspecified)
  2	0	5	-3	-6	-8	-1	2.1	1
CC1CN(S(=O)(=O)c2ccc(NC(=O)CCCN3C(=O)c4ccccc4C3=O)cc2)CC(C)O1 (stereo unspecified)
  18	-13	1	3	1	-6	-2	0.8	-2
Cc1ccc2cccc(Oc3ncnc4sc(C)c(C)c34)c2n1
  5	-2	0	0	3	10	0	-0.9	2
COc1cccc(-c2cnc3c(NC(C)=O)cc(-c4cccc(NS(C)(=O)=O)c4)cn23)c1
  10	1	15	-1	-11	-5	1	5.5	15
Cc1cc(C)cc(Cn2c3ccc(NC(=S)NC4CCCCC4)cc3c(=O)n2C)c1
  11	2	2	-6	-4	-4	-2	2.3	17
CCCCNC(=O)CCn1c(=S)[nH]c2cc3c(cc2c1=O)OCO3
  15	-6	0	6	4	-4	0	-0.1	-1
O=C(O)COc1ccccc1/C=N/NC(=O)C(O)c1ccccc1 (stereo unspecified)
  16	-9	1	2	0	4	0	0.0	-1
COc1ccc(NS(=O)(=O)c2cc(Cl)ccc2Cl)cc1S(=O)(=O)N1CCCCC1
  16	-6	2	-4	-2	7	-2	1.8	1
CCc1nnc(NS(=O)(=O)c2ccc(NC(=O)COc3ccc(Cl)c(C)c3)cc2)s1
  21	-1	0	-4	9	-1	-6	3.8	-3
CC(=O)c1ccc(-c2cccc([C@H]3[C@@H]4C=CC[C@@H](C)[C@@H]4C(=O)N3Cc3ccccc3)c2)cc1
  19	-16	-1	-13	0	-5	-1	1.7	-6
CCOC(=O)c1c(C)[nH]c(C(=O)COC(=O)CCSc2ccccc2)c1C
  -2	-7	5	-2	-5	-12	-5	1.6	-5
Cc1ccccc1NC(=O)CN1CCC(NC(=O)Nc2ccccc2)CC1
  9	-3	2	2	0	-3	3	2.8	4
CCOC(CNC(=O)C(=O)Nc1cc2c3c(c1)CCN3C(=O)CC2)OCC
  -3	-4	1	-10	-4	4	-6	0.2	7
CC(C)N1C(=O)CCC1C(=O)NC1CCCC1 (stereo unspecified)
  6	-9	1	5	-10	-5	-2	0.5	12
CC(C)(O)[C@@H]1Cc2c(ccc3ccc(=O)oc23)O1
  7	-14	0	9	-2	1	1	0.7	11
COc1ccccc1/C=C\C=N\n1c(-c2ccc(Cl)cc2)n[nH]c1=S
  19	-7	0	-7	0	12	-2	-0.1	-1
Cc1c(CN2CCC(CO)(CC3CCCCO3)CC2)cnn1C (stereo unspecified)
  16	0	15	-4	-13	-7	1	3.7	23

From PubChem BioAssay
